EPAC2 ag = EPAC2 (human) agonism | Q8WZA2 | 360,000 compounds, 0.079% hits | EPAC2 activation, biochemical qHTS; response scale: 100% = 6.5 mM cAMP response | Potency, µM (series often up to 154 µM), for inactives: top-dose activation, most hits filed as activators; also: potency is read from the fitted curve at half-maximal effect; nearly all actives have a fitted effect of over 50% in size
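Readout is BODIPY fluorescence (480 nm excitation, 540 nm emission), which falls as labeled GDP is exchanged off Rap1B. EPAC2 at 100 nM acted on 250 nM RAP1B-BODIPY-GDP with 50 uM GDP present.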
CCT chaperon mod = modulators of cytosolic chaperonin (CCT/TRiC) activity; purified chaperonin ATPase assay, HTRF ADP detection, 30 min; activity change, % (test concentration not listed), hits read low; 360,000 compounds, 0.3% hits; AID 651819; in the data active = activity change below about -30%; also: % is scaled to controls: 0 for no effect and ±100 for the full control effect
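We incubate TRiC, 40 or 20 nM final, with library compounds at 76 uM and 10 uM ATP for 30 min at 37 °C. ADP formed is detected with Transcreener HTRF reagents after 30 min at room temperature.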
PTHR1 agonist = activates the human parathyroid hormone receptor PTHR1. Potency, µM (highest dose often 115 µM), without a hit: at the top dose activation, usual class: activators. 410,000 compounds, 0.075% hits. HEK293 GP2 PTHR1 cells, GloSensor cAMP luminescence, 1 h. AID 743266. Q03431; also: potency is read from the fitted curve at half-maximal effect; nearly all actives have a fitted effect of over 55% in size; some results filed as inactive show a strong effect at the top dose; inactives centre near -15; many of its hits are not listed in these tables
Target sequence (Q03431 whole entry, looked up): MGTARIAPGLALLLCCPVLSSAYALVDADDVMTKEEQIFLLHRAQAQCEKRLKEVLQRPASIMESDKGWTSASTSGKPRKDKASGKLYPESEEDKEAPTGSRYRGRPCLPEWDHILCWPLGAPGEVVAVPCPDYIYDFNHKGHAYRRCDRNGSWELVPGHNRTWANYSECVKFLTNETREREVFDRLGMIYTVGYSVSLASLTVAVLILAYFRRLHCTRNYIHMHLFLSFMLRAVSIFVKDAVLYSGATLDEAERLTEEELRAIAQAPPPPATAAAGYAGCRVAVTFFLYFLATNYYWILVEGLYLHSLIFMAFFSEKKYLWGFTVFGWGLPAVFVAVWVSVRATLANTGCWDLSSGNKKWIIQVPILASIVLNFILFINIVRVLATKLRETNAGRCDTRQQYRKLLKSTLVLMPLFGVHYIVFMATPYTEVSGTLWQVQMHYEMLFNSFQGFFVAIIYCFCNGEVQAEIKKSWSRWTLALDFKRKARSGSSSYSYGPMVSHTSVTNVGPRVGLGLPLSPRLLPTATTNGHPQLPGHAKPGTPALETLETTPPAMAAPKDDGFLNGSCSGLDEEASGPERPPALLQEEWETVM
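HEK-293-derived GP2 cells expressing PTHR1 and a GloSensor cAMP reporter, 3,000/well, plated overnight, given luciferin plus IBMX (each 0.5 mM as added) for 1 h at 37 °C, then compound for 1 h at 37 °C. Luminescence was read after 15 min at room temperature.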
Akt phos inh = inhibitors of Akt phosphorylation; AID 651550; activity change, % for hits at 50 µM; Neuro2A IGF-stimulated pAkt S473 HTRF, 20 min; stronger effect = lower value; 360,000 compounds, 0.32% hits; in the data active = activity change below about -80%; inconclusive = mostly about -51% to -80%; also: % is scaled to controls: 0 for no effect and ±100 for the full control effect
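Neuro2A cells (4,500/well, DMEM with 0.5% FBS) were treated with compound at a single 50 µM final concentration, stimulated with 6 nM IGF for 20 min at 37 °C, and lysed. Phospho-Akt Ser473 was read by HTRF as 665/615 ratio ×10^4.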
D3 ag = D3 dopamine receptor (human) agonism; max activation, %; AID 652048; D3R DiscoveRx beta-arrestin cells, luminescence, 90 min; P35462; 410,000 compounds, 0.58% hits; in the data active = max activation above about 30%; also: 0% is about no effect; mostly tested at two doses, the higher about 12 µM
Target sequence (P35462 whole entry, looked up): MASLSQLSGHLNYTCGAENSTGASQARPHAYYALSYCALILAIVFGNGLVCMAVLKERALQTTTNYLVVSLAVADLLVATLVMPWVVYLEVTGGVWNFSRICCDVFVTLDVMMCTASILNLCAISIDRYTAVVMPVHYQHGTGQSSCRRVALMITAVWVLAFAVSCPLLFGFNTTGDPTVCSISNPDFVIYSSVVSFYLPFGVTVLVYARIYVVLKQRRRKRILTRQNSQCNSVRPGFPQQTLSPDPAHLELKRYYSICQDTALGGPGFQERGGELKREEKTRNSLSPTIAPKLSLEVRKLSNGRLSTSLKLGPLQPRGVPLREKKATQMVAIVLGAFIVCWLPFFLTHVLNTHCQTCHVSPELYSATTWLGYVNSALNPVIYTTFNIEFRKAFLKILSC
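Cells at 1500/well, incubated overnight, then treated with pinned compounds (dopamine as control) for 90 min at 37 degrees C. DiscoveRx reagent added for 30 - 60 minutes at room temperature; luminescence read.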
D3 antag = antagonists of human D3 dopamine receptor; P35462; 360,000 compounds, 2.5% hits; max response, negative = inhibition, %; D3R cells, DiscoveRx beta-arrestin luminescence, antagonist mode; stronger effect = lower value; in the data active = max response below about -50%; inconclusive = no clear call, values can overlap the other calls; also: % is scaled to controls: 0 for no effect and ±100 for the full control effect; mostly tested at two doses, the higher about 12 µM
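Cells expressing the human receptor were seeded at 1500 cells/well, incubated overnight at 37 degrees C in 5% CO2, then exposed to library compounds with dopamine controls for 90 minutes at 37 degrees C before luminescent detection.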
EPAC2 antag = blocks human EPAC2 exchange factor; Q8WZA2; EPAC2 GEF exchange of Rap1B-BODIPY-GDP, fluorescence; Potency, µM (highest dose often 114 µM), without a hit: at the highest dose activity, negative = inhibition, usual class: inhibitors; 360,000 compounds, 0.18% hits; AID 720708; also: potency is read from the fitted curve at half-maximal effect; % is scaled to controls: 0 for no effect and ±100 for the full control effect; nearly all actives have a fitted effect of over 45% in size; many of its hits are not listed in these tables
Mm-Cpn inhibitor = inhibitors of Methanococcus maripaludis chaperonin (MmCpn). Potency, µM (series often up to 76.9 µM), inactives show at the highest dose activity, negative = inhibition, most hits filed as inhibitors. 330,000 compounds, 0.031% hits. purified Mm-Cpn ATPase, ADP Transcreener TR-FRET; also: potency is read from the fitted curve at half-maximal effect; % is scaled to controls: 0 for no effect and ±100 for the full control effect; nearly all actives have a fitted effect of over 80% in size
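Reaction buffer contained 30 mM Tris pH 7.4, 100 mM KCl, 5 mM MgCl2 and 1 mM DTT. Mm-CPN (25 nM final) hydrolysed 10 uM ATP over 30 min at 37°C; ADP was read by HTRF.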
Starred values were filed as active, the others as inactive; i = inactive; ? = inconclusive; . = no result given; & = joins results of further samples; [ ] = another dose, or the depositor's remark. Unless noted, calls follow the shape of the dose curve; as a rule, active = well fitted curve in the direction sought with a large enough effect; inconclusive = small, poorly fitted or top-dose-only effect, or another doubt; inactive = no such curve, though single readings can be large; an effect the other way counts as inactive or inconclusive. This is a subset, so the mix of outcomes need not match the whole.

SMILES	EPAC2 ag	CCT chaperon mod	PTHR1 agonist	Akt phos inh	D3 ag	D3 antag	EPAC2 antag	Mm-Cpn inhibitor
C=CCn1c(O)c(C(C)=NCCN2CCCCC2)c(=O)[nH]c1=O	0.9%	-1.8	i	i	-5.7	-64.5*	1.9%	0.4%
COC(=O)[C@@]1(C#N)[C@@H]2C=CC(C(C)=O)=CN2[C@@H](C(N)=O)[C@@H]1c1ccc(F)cc1	?	1.3	i	i	9.6	-1.2	29.5%	-0.6%
O=C(C(=O)N1CCOCC1)c1cn(Cc2ccccc2F)c2ccccc12	2.0%	-1.9	i	i	-2.4	-5.3	-8.2%	0.1%
COc1ccc(S(=O)(=O)N2Cc3cnnn3-c3ccccc3C2C#N)cc1 (configuration not stated)	6.9%	1.2	-4.1%	i	-1.2	1.9	2.9%	.
COc1cc2cc(C(=O)N3CC(COS(C)(=O)=O)c4ccc(O)cc43)[nH]c2c(OC)c1OC (configuration not stated)	-0.7%	-2.0	i	i	-15.6	-21.2	-4.9%	.
CCCC1=C(C(=O)OCC)C2(C(=O)Nc3ccc(C)cc32)C(C#N)=C(N)O1 (configuration not stated)	-1.7%	1.4	i	i	18.8	-11.1	3.5%	-0.3%
CC(C)CCNC(=O)Cn1c(=O)oc2cc(S(=O)(=O)N3CCc4ccccc43)ccc21	5.4%	-2.8	-43.3%[inhibitor]	i	-0.5	-23.1	4.5%	-2.3%
C[N+]1(C)C2CCC1CC(OC(=O)c1ccco1)C2 (configuration not stated)	-1.7%	2.6	i	i	-1.8	-18.1	-4.0%	1.4%
Cc1cc(O)cc2c1O[C@@](C)(CCC[C@@H](C)CCC[C@@H](C)CCCC(C)C)CC2	-18.7%	0.3	-15.5%	i	7.1	50.0	?	0.7%
O=[N+]([O-])c1ccc(NCc2ccccc2)c2nonc12	56.2µM*	-4.1	-13.9%	i	0.4	-4.8	36.4%	0.6%
CN1CC(C(=O)c2ccccc2)C(C(=O)c2ccccc2)C1 (configuration not stated)	16.3%	1.1	i	i	-6.8	?	14.3%	-0.3%
COc1ccc(CCNCc2c(OC)ccc3ccccc23)cc1	-1.2%	3.3	22.4%	i	0.6	-3.7	7.3%	0.6%
CCOc1cc(CNC(C)C(O)c2ccccc2)cc(Cl)c1OCC (configuration not stated)	7.6%	0.4	-13.3%	i	1.4	12.5	3.0%	-1.9%
Cc1cccc2c(CCN)c[nH]c12	-2.5%	0.2	-9.9%	i	-8.1	-14.9	-8.4%	-1.1%
Cc1ccc(-n2c(O)c(C=NCCC3=CCCCC3)c(=O)[nH]c2=O)cc1	5.2%	-2.6	-10.1%	i	2.1	7.0	-5.3%	-2.0%
O=C(NC1CC1)c1cn(Cc2ccccc2)nc1-c1ccccc1	-2.6%	1.3	i	i	-8.5	9.3	8.4%	-0.2%
O=C(Cn1cnc2sc3c(c2c1=O)CCCC3)NCCCC(=O)N1CCC2(CC1)OCCO2	11.6%	-3.1	-45.7%[inhibitor]	i	-2.9	-5.3	-5.7%	0.9%
Fc1ccc(C2N3CCCN23)cc1 (configuration not stated)	1.3%	2.8	i	i	4.4	17.3	-14.9%	2.7%
N#Cc1ccc(CN2Cc3ccccc3-n3nncc3C2)cc1	6.7%	-0.3	-12.5%	i	-2.4	-3.3	4.4%	.
Cc1nc2c(c(C)nn2-c2ccccc2)c(C)c1CCC(=O)N1CCC2(CC1)OCCO2	-0.6%[15.6 µM]	-13.2	-17.8%[57.5 µM]	.	2.2	62.1	0.3%	-5.2%
O=C(NCNC(=O)NC1C(=O)NC(=O)N1CO)NC1C(=O)NC(=O)N1CO (configuration not stated)	1.0%	-0.4	-4.4%	i	8.8&7.4	6.9	1.8%	2.1%
Cc1ccc2nc3c(cc2c1)CC1(C(=O)N(C)C(=O)N(C)C1=O)C1CCCCN31 (configuration not stated)	-2.9%	-2.1	i	i	0.3	-8.2	3.7%	-0.3%
C[C@@H]1CN([C@@H](C)CO)C(=O)CCCn2cc(nn2)CO[C@H]1CN(C)C(=O)Oc1ccc2ccccc2c1	6.1%	1.6	-23.2%	i	7.5	28.9	-10.4%	.
COc1cc(C(O)CN)ccc1O (configuration not stated)	4.0%	-3.7	-20.3%	i	14.1	20.0	2.4%	0.1%
O=C1NC(=O)N(CCNc2ncc(C(F)(F)F)cc2Cl)C(=O)C1/C=N/OCc1c(F)cccc1Cl (configuration not stated)	-0.2%	-0.4	i	i	0.7	45.5	-4.6%	-5.3%
Remaining list, next part:
SMILES	EPAC2 ag	CCT chaperon mod	PTHR1 agonist	Akt phos inh	D3 ag	D3 antag	EPAC2 antag	Mm-Cpn inhibitor
Nc1cnn(-c2ccccc2)c(=O)c1Cl	-2.7%	1.3	i	i	0.9	0.4	-10.6%	-0.7%
CCC1(CC)C(=N)N(C)C(=O)NC1=O	-0.5%	-0.5	-25.7%	i	2.5	14.7	-0.9%	1.2%
COC(=O)C1=C(c2cccc(OCc3ccccc3)c2)C[C@@H]2CC[C@H]1N2C(=O)NCCCc1ccccc1	13.0%	-1.7	-26.3%	i	0.2	-0.3	10.1%	1.7%
CCn1nc(-c2ccccc2)nc2c(=O)n(C)c(=O)nc1-2	?	-3.0	-24.5%[57.5 µM]	i	-14.5	?	?	-16.7%
CC(C)(C)N1Cc2ccccc2C1=N	2.9%	2.1	-27.4%[57.5 µM]	i	-3.8	?	1.1%	1.6%
Cc1[nH]n(-c2ccccc2)c(=O)c1C(c1ccc([N+](=O)[O-])cc1)c1c(C)[nH]n(-c2ccccc2)c1=O	1.5%	-1.3	-38.5%[inhibitor]	i	2.8	-7.9	0.7%	-8.5%
O=C(O)CCn1cc(C=C2C(=O)NC(=S)NC2=O)c(-c2cccc(Br)c2)n1	12.5%	-0.9	-6.7%	i	-2.8	-6.6	3.2%	0.6%
CCn1c(C)c(C(=O)NCCc2ccccc2)c2cc(OC)ccc21	9.6%	-7.8	-0.7%	i	2.6	2.6	-9.5%	2.0%
CC(=O)OC1N=C(c2ccccc2)c2ccccc2NC1=O (configuration not stated)	1.3%	0.1	i	.	8.5	-50.4*	5.4%	0.1%
Cc1noc(C)c1C(=O)N1CCC2(CC1)OCCO2	7.0%	-3.8	i	i	3.0	3.2	4.1%	0.0%
OC[C@H]1O[C@@H](n2cnc3cc(Cl)c(Cl)cc32)[C@H](O)[C@@H]1O	-0.5%	-0.8	-2.9%	i	-51.7	-19.5	17.4%	0.2%
CCOP1(=S)Oc2cc3c(cc2C(C(=O)OC)(C(F)(F)F)O1)OCO3 (configuration not stated)	12.5%	-2.6	i	i	-1.8	-11.9	-1.9%	-1.2%
Cc1ccc(C(=O)NC(O)C(Cl)(Cl)Cl)cc1 (configuration not stated)	5.1%	0.4	-12.1%	i	2.4	17.1	-2.4%	1.0%
CC1=CC2OC3CC4OC(=O)C=CC=CC(C(C)O)OCC(O)C(C)CC(=O)OCC2(CC1O)C4(C)C31CO1 (configuration not stated)	1.5%	-1.1	-4.6%	i	-9.8	25.7	17.6%	.
CCC(=O)CC(c1ccc([N+](=O)[O-])cc1)c1c(O)c2ccccc2oc1=O (configuration not stated)	-0.4%	1.2	-25.2%	i	1.8	-88.6*	2.0%	0.3%
Cc1ccccc1C(O)(Cc1ccccc1)C1CN2CCC1CC2 (configuration not stated)	7.8%	-0.7	-7.1%	i	-2.7	-9.1	2.1%	-3.6%
O=C(O)c1ccc(NC(=O)N2C[C@H]3C[C@@H](C2)c2cccc(=O)n2C3)cc1	1.1%	0.1	i	i	3.3	22.0	4.2%	-0.4%
C[n+]1ccc(-c2ccncc2)cc1	4.1%	-1.8	-0.5%[57.5 µM]	.	2.3	9.7	5.0%	0.5%
O=C(O)C(Cl)(Cl)Cl	0.6%	-0.4	-18.9%	i	0.5&3.4	6.9	-5.5%	.
COC(=O)C1=C(c2c(C)noc2C)C[C@@H]2CC[C@H]1N2C(=O)NCc1ccc(F)cc1	0.5%	-3.2	?	i	-25.5	?	-3.4%	2.2%
O=C1NC(=O)N(CC2CCCO2)C(=O)/C1=C/c1cccs1 (configuration not stated)	5.9%	0.5	-32.2%[inhibitor]	i	0.2	7.9	8.4%	-5.0%
COc1ccc(C(=O)C2CCCN(Cc3cnc(C)s3)C2)cc1OC (configuration not stated)	1.1%	0.1	-5.2%	i	-0.3	16.7	6.8%	-2.6%
CN1C2CCC1C(C(=O)O)C(OC(=O)c1ccccc1)C2 (configuration not stated)	2.2%	0.1	-22.4%	i	0.0	3.0	9.3%	-0.7%
COc1cccc(-n2c(O)c(C=NCc3ccc4c(c3)OCO4)c(=O)[nH]c2=O)c1	0.9%	0.9	-17.9%[57.5 µM]	i	-5.6	?	7.2%	1.8%
CCCNS(=O)(=O)c1ccc(OCC(=O)N2CCN(C)CC2)cc1	-13.1%	3.7	i	i	-2.7	-6.2	12.3%	-0.1%

Quoted at random: 2 records from the list
SMILES	EPAC2 ag	CCT chaperon mod	PTHR1 agonist	Akt phos inh	D3 ag	D3 antag	EPAC2 antag	Mm-Cpn inhibitor
CN1CC(C(=O)c2ccccc2)C(C(=O)c2ccccc2)C1 (configuration not stated)	16.3%	1.1	i	i	-6.8	?	14.3%	-0.3%
O=[N+]([O-])c1ccc(NCc2ccccc2)c2nonc12	56.2µM*	-4.1	-13.9%	i	0.4	-4.8	36.4%	0.6%

Part of the list above, with bars between the fields:
SMILES | EPAC2 ag | CCT chaperon mod | PTHR1 agonist | Akt phos inh | D3 ag | D3 antag | EPAC2 antag | Mm-Cpn inhibitor
O=C(C(=O)N1CCOCC1)c1cn(Cc2ccccc2F)c2ccccc12 | 2.0% | -1.9 | i | i | -2.4 | -5.3 | -8.2% | 0.1%
COc1ccc(S(=O)(=O)N2Cc3cnnn3-c3ccccc3C2C#N)cc1 (configuration not stated) | 6.9% | 1.2 | -4.1% | i | -1.2 | 1.9 | 2.9% | .
COc1cc2cc(C(=O)N3CC(COS(C)(=O)=O)c4ccc(O)cc43)[nH]c2c(OC)c1OC (configuration not stated) | -0.7% | -2.0 | i | i | -15.6 | -21.2 | -4.9% | .
CCCC1=C(C(=O)OCC)C2(C(=O)Nc3ccc(C)cc32)C(C#N)=C(N)O1 (configuration not stated) | -1.7% | 1.4 | i | i | 18.8 | -11.1 | 3.5% | -0.3%
CC(C)CCNC(=O)Cn1c(=O)oc2cc(S(=O)(=O)N3CCc4ccccc43)ccc21 | 5.4% | -2.8 | -43.3%[inhibitor] | i | -0.5 | -23.1 | 4.5% | -2.3%

Compound activity (PubChem)
